# Source: PubChem
# LYP phosphatase: inhibitors of LYP phosphatase, biochemical, fluorescence intensity, uHTS (AID 1779) | Tyrosine-protein phosphatase non-receptor type 22 (Homo sapiens) | recombinant LYP phosphatase, fluorescence intensity; higher % means a stronger effect | inhibition, % at 11.5 µM; hits with a dose series show IC50 in µM | 290,000 tested, 0.054% active;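 also: plate controls were vehicle with enzyme for no effect and no enzyme for full effect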
# HEK293 NOD2/NF-kB: NOD2 signaling inhibitors, cell-based, luminescence, uHTS, HEK293 (AID 1566). HEK293 NOD2/NF-kB luciferase reporter, luminescence; higher % means a stronger effect. one-dose inhibition, % at 4 µM; EC50 in µM for titrated hits. 290,000 tested, 0.63% active; also: many of its hits are not listed in these tables
# KOR beta-arrestin-1: KOR antagonists, beta-arrestin recruitment, cell-based, luminescence, uHTS (AID 1778). KOR beta-arrestin recruitment, luminescence, antagonist mode; higher % means a stronger effect. Kappa-type opioid receptor (Homo sapiens). one-dose inhibition, % at 10 µM; IC50 in µM for titrated hits. 290,000 tested, 0.091% active; also: strong numbers were not always called active
# NOD1 inhibition: NOD1 signaling inhibitors, primary screen, cell-based, luminescence, uHTS (AID 1578); NOD1-driven NF-kB luciferase reporter cells, luminescence; higher % means a stronger effect; one-dose inhibition, % at 4 µM; EC50 in µM for titrated hits; 290,000 tested, 1% active; in the data active = inhibition mostly above about 36%, no sharp cut-off; inactive = mostly below about 34%;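 also: HEK-293T reporter cells stimulated with the NOD1 agonist gamma-tri-DAP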
# Myeloid diff MLP: induction of myeloid progenitor differentiation, primary screen, cell-based, flow cytometry, MLPCN library; ER-HoxA9 myeloid progenitors, lysozyme-GFP differentiation; calls only at 10 µM; 360,000 tested, 1% active; AID 624256, 2012;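 active = normalized GFP-positive differentiation at or above the plate's own cutoff, the solvent-only control mean plus 3 SD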;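 also: cells exposed to compound for four days before flow analysis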
# Salmonella PhoP GFP: inhibitors of PhoP regulon expression, primary screen, Salmonella Typhimurium, GFP reporter (AID 1863); S. Typhimurium PhoP-regulated promoter GFP reporter, 4 h; higher % means a stronger effect; one-dose inhibition, % at 50 µM; IC50 in µM for titrated hits; 300,000 tested, 0.16% active;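 active = inhibition over 29.93%, a cutoff 3 SD above the screen mean, later confirmed by dose response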;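 also: 0% = low Mg2+ inducing control and 100% = high Mg2+ repressing control; strong numbers were not always called active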
# HIV fusion peptide: inhibitors of HIV fusion peptide binding, primary screen, biochemical, uHTS, fluorescence dequenching (AID 1986); cell-free peptide binding, fluorescence dequenching, 30 min; higher % means a stronger effect; one-dose inhibition, % at 20 µM; IC50 in µM for titrated hits; 290,000 tested, 0.3% active; in the data active = inhibition mostly above about 52%, no sharp cut-off; inactive = mostly below about 76%; also: some results filed as inactive read as strong as hits
# Siah-1 displacement: Siah-1 peptide-binding antagonists, primary screen, biochemical, fluorescence polarization, rhodamine-plectin, uHTS (AID 1817); E3 ubiquitin-protein ligase SIAH1 (Homo sapiens); Siah-1 / rhodamine-plectin peptide fluorescence polarization; higher % means a stronger effect; one-dose displacement, % at 20 µM; IC50 in µM for titrated hits; 290,000 tested, 0.02% active;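 active = displacement of at least 50% at 20 µM, with a fluorescence ratio check between 0.3 and a set limit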;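 also: plate controls were Siah plus tracer with DMSO for no effect and tracer alone without Siah for full effect; strong numbers were not always called active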
# KOR beta-arrestin-2: KOR agonists, beta-arrestin recruitment, primary screen, cell-based, luminescence, uHTS (AID 1777); Kappa-type opioid receptor (Homo sapiens); activation, % at 10 µM; hits with a dose series show EC50 in µM; 280,000 tested, 0.02% active; KOR beta-arrestin recruitment, luminescence; higher % means a stronger effect; in the data active = activation above about 50%, passing the limit was not always enough; also: a part of the inactive calls stands beside numbers as strong as those of hits
# Myeloid diff MLP GFP+ MAC1+ %: further read-out of Myeloid diff MLP, marked with its call; GFP+ MAC1+ double positive, %; measured here: differentiation confirmed by MAC1 staining
# An asterisk follows results filed as active; i = inactive; . = no result given; + = active, no number; & = joins results of further samples; [ ] = dose if it differs, or a comment. Rule as the data show it, unless noted: active = inhibition above about 50%; inactive = the rest. An excerpt. The share of hits here may be higher or lower than overall.
SMILES,LYP phosphatase,HEK293 NOD2/NF-kB,KOR beta-arrestin-1,NOD1 inhibition,Myeloid diff MLP,Myeloid diff MLP GFP+ MAC1+ %,Salmonella PhoP GFP,HIV fusion peptide,Siah-1 displacement,KOR beta-arrestin-2
COc1ccc(OC)c(CCNC(=O)CCc2nnc3ccc(N4CCCC4)nn23)c1,-7%,16%,-5%,-22%,i,2.9,-7%,-0.4%,-1%,6.4%
CCOC(=O)c1[nH]c2ccccc2c1NC(C)=O,-7%,10%,19%,2%,i,1.4,-6%,-1.5%,11%,-5.8%
O=C(Cc1ccccc1)NN1C(=O)/C(=C/c2ccccc2C(=O)O)SC1=S,2%,-16%,20%,-15%,i,0.1,-4%,3.6%,-6%,-8.2%
CC(/C=N/n1c(COc2ccccc2)n[nH]c1=S)=C\c1ccccc1,-1%,25%,-13%,29%,i,1.0,9%,1.1%,3%,8.1%
CC(=O)NC1C2CN3CCN(C2)CC1(Cc1ccccc1)C3 (stereo not drawn),36%,-8%,4%,-18%,i,1.9,4%,-0.9%,-1%,1.7%
COc1cccc(NC(=O)COC(=O)c2nc3nccc(C)n3n2)c1,-11%,-14%,11%,10%,i,9.7,4%,-1.3%,-3%,-2.7%
CN1CCN(S(=O)(=O)c2ccc3c(c2)NC(=O)CS3)CC1,-12%,1%,-28%,45%,i,0.8,-4%,-1.1%,2%,6.3%
CC(C)(CC(=O)O)CC(=O)N1CCN(c2nc3cc(Cl)ccc3s2)CC1,-4%,-4%,35%,-16%,i,0.4,-6%,-1.6%,1%,-1.3%
Cc1c(CC(=O)NCCC(=O)O)c(=O)oc2cc3occ(-c4ccccc4)c3cc12,-6%,8%,7%,2%,i,0.2,.,0.2%,-1%,-4.4%
CNS(=O)(=O)c1cc(O)c2c(S(=O)(=O)NC)cccc2c1,3%,24%,3%,5%,i,0.6,-6%,0.4%,3%,-2.0%
CCOc1ccc(-c2nnc(N(CC)C(=O)C3CCC3)s2)cc1,2%,15%,25%,-15%,i,0.7,-3%,0.6%,-1%,-1.1%
CCCCC(C(=O)NC1CCCC1)N(C(=O)c1snc(C(N)=O)c1N)c1ccc(OCC)cc1 (stereo not drawn),-2%,-1%,-20%,-27%,i,0.4,0%,1.5%,-2%,2.2%

# Reprinted from the part before: 2 entries, followed by the next part.
SMILES,LYP phosphatase,HEK293 NOD2/NF-kB,KOR beta-arrestin-1,NOD1 inhibition,Myeloid diff MLP,Myeloid diff MLP GFP+ MAC1+ %,Salmonella PhoP GFP,HIV fusion peptide,Siah-1 displacement,KOR beta-arrestin-2
CCOc1ccc(-c2nnc(N(CC)C(=O)C3CCC3)s2)cc1,2%,15%,25%,-15%,i,0.7,-3%,0.6%,-1%,-1.1%
CCCCC(C(=O)NC1CCCC1)N(C(=O)c1snc(C(N)=O)c1N)c1ccc(OCC)cc1 (stereo not drawn),-2%,-1%,-20%,-27%,i,0.4,0%,1.5%,-2%,2.2%
O=C(NCC(c1ccco1)N1CCCC1)c1sc2ccccc2c1Cl (stereo not drawn),-9%,-11%,-31%,-22%,i,0.6,-2%,0.2%,3%,4.0%
COc1ccc(NS(=O)(=O)c2ccc3[nH]c(=O)[nH]c3c2)cc1,-7%,12%,-41%[20 µM],-21%,i,0.6,3%,-0.1%,1%,-1.5%
N#Cc1cccc(N=c2ssnc2Cl)c1,1%,14%,9%,-17%,.,.,8%,-0.6%,5%,-8.8%
COc1ccc(NS(=O)(=O)c2cccc(-c3nnc(-c4ccccc4)o3)c2)cc1,4%,-20%,-128%,54%,i,0.8,6%,1.4%,5%,5.4%
COc1ccc(NC2=C(C(C)=O)C(c3ccc4c(c3)OCO4)C(C(C)=O)C(C)(O)C2)cc1 (stereo not drawn),-1%,-1%,-38%,-6%,i,3.7,-8%,1.3%,1%,-0.7%
NC(=O)CS(=O)(=O)c1nc2ccccc2n1CC(=O)N1CCCCC1,-5%,17%,.,.,i,1.3,-8%,1.0%,4%,.
Cc1ccc(NC(=O)C2(N(CC(C)C)C(=O)Cn3nnnc3N)CCCCC2)cc1,-5%,-8%,8%,-7%,i,2.0,-10%,2.1%,1%,-3.8%
Cn1c(CNC(=O)CNC(=O)c2ccc(F)cc2)cc(=O)n(C)c1=O,-11%,10%,6%,-15%,i,5.0,-1%,-0.9%,-4%,-2.1%
Cc1ccc(NC(=S)N(CCN(C)C)C(C)c2ccco2)cc1C (stereo not drawn),-5%,10%,6%,-14%,i,0.2,-13%,-1.7%,-4%,2.5%
CCCCN(c1ccccc1)S(=O)(=O)c1cccc(C(=O)O)c1,4%,13%,-13%,-25%,i,0.2,4%,3.0%,2%,-0.1%
COc1cccc(Nc2nc(NCC3CCCO3)c3ccccc3n2)c1 (stereo not drawn),-6%,18%,-28%,47%,i,0.4,82µM*,-0.4%,-2%,-2.0%
CCn1c(=O)c(=O)[nH]c2cc(C(=O)Nc3ccc(S(=O)(=O)N4CCCC4)cc3)ccc21,-2%,3%,-10%,-20%,i,2.6,1%,1.7%,1%,-6.1%
c1ccc2[nH]c(-c3ccncc3)nc2c1,-3%&-9%,-29%&-18%,-1%&4%,-2%&-11%,i,1.1,9%&2%,-0.3%&0.2%,-4%&3%,1.5%&-0.7%
CC(=O)Nc1ccc(S(=O)(=O)N2CCN(Cc3ccccn3)CC2)cc1,-2%,8%,18%,-6%,i,5.5,15%,-0.7%,4%,4.4%
CCN(CC)CCNC(=O)c1cn(-c2ccccc2)nc1-c1cccs1,-6%,8%,-10%,-64%,i,0.6,4%,3.2%,5%,1.5%
Cc1ccc(C(=O)c2cc3c(cc2N)OCCO3)cc1,-1%,1%,-2%,7%,i,1.8,0%,-4.0%,6%,-5.1%
Cc1nn(-c2ccccc2)c(C)c1C(=O)OCC(=O)N1CC(=O)Nc2ccccc21,2%,-42%,17%,-16%,i,0.0,0%,1.9%,5%,0.0%
Cc1cccc(NC(=O)CCN2C(=O)c3ccccc3C2=O)n1,-7%,9%,7%,2%,i,4.5,-8%,-2.6%,0%,1.5%
CCCCOC(=O)c1ccc(NC(=O)c2cc(Cl)ccc2OC)cc1,11%,4%,35%,-15%,i,0.4,-7%,-0.4%,1%,-5.8%
O=C(COc1ccc(Br)cc1Cl)Nn1cnnc1,-6%,16%,-24%,-16%,i,0.3,-11%,2.2%,-4%,1.1%
Cc1nn2c(c1-c1ccc(Cl)cc1)N=C(c1ccco1)CC2c1ccccc1 (stereo not drawn),9%,-4%,-29%,23%,i,2.6,14%,42%,2%,6.9%
Cc1ccnc(NS(=O)(=O)c2ccc(NC(=O)COc3ccccc3)cc2)n1,-4%,16%,-38%,-19%,i,1.2,2%,2.5%,1%,0.1%
NCCc1ccc(O)c(O)c1,-5%,8%,-34%,-17%,i,2.1,-8%&2%,7.5%,36%,-1.3%
Cc1ccccc1Oc1ccc(S(=O)(=O)NCCC(=O)O)cc1,5%,19%,-16%,-14%,i,1.7,-10%,0.1%,-2%,-2.7%
CC(C)(CSc1ncccn1)NS(=O)(=O)c1ccccc1,8%,-7%,-5%,-7%,i,0.1,-8%,-0.4%,-1%,1.4%
CCCC(c1nnnn1CCOC)N1CCN(c2nc3ccccc3s2)CC1 (stereo not drawn),4%,-14%,-1%,-34%,i,0.8,0%,0.5%,-3%,1.7%
CCCC(=O)NC(c1ccc(C)cc1)c1ccc2cccnc2c1O (stereo not drawn),-8%,13%,25%,-14%,i,1.1,33%,-1.2%,-5%,-1.3%
CCOc1cc(S(=O)(=O)Nc2ccc(Cl)cn2)ccc1F,1%,6%,36%,-10%,+,6.3*,-3%,5.1%,-1%,-0.7%
COCCSc1ccccc1C(=O)NCc1ccc2c(c1)OCO2,-9%,-5%,3%,6%,i,1.0,-1%,0.9%,-1%,4.1%
CCCCN(CC)CCCNC(=O)c1cn(CC)c2ccc(S(=O)(=O)N3CCc4ccccc4C3)cc2c1=O,2%,16%,4%,-8%,i,0.1,-7%,-0.8%,0%,3.2%
Nn1c(SCC(=O)Nc2ccc(S(N)(=O)=O)cc2)nnc1C(F)(F)F,0%,-3%,-2%,-14%,i,0.9,-6%,1.0%,2%,-2.2%
CCC(O)C1CCN(C(=O)c2ccc(OC3CCN(Cc4ccccn4)CC3)cc2)CC1 (stereo not drawn),-14%,18%,14%,-10%,i,1.6,8%,2.1%,-4%,-1.7%
CCOC(=O)C1=C(C)NC(=S)N(C(C)=O)C1c1ccc(OC)c(OC)c1 (stereo not drawn),-7%,4%,5%,3%,i,0.9,2%,-0.6%,-4%,-1.7%
CC(Oc1ccc(F)cc1)C(=O)Nc1cc(S(=O)(=O)N2CCOCC2)ccc1N1CCCC1 (stereo not drawn),0%,-21%,7%,-24%,i,3.7,-6%,1.9%,8%,-3.0%
O=C(OCc1cc2ccccc2[nH]c1=O)c1ccncc1,-4%,6%,20%,-14%,i,0.5,-19%,0.9%,5%,-0.4%
COC/C=C/C1=CC2=CC(=O)C(C)(OC(=O)c3cnc4ccccc4n3)C(=O)C2=CN1c1ccccc1 (stereo not drawn),-6%,15%,26%,0%,.,.,2%,23%,9%,-0.9%
CCOC(=O)c1ccc(NC(=S)NN2CCN(C)CC2)cc1,-5%,24%,6%,-12%,i,0.3,-9%,-0.7%,5%,-5.6%
O=C(c1cccc(C(F)(F)F)c1)N1CCCCCC1,1%,28%,-22%,3%,i,6.5,-1%,1.6%,4%,-2.0%
CC(OC(=O)c1ccco1)C(=O)Nc1ccc(Cl)cn1 (stereo not drawn),-1%,1%,-24%,-27%,i,0.3,-5%,-0.5%,-6%,1.7%
O=C1NC2(CCCCCC2)N=C1c1ccc(F)cc1,-3%,-13%,.,7%,i,0.9,1%,0.9%,-6%,-7.2%
Cc1cc(C)nc(N/N=C/c2cc(C)n(CC(F)(F)F)c2C)n1,0%,7%,2%,-18%,i,0.3,0%,0.6%,17%,-9.8%
COCCN1CN(S(=O)(=O)c2cccc(Cl)c2)c2nc3ccccc3nc21,-4%,3%,-11%,29%,i,1.0,-7%,2.0%,15%,-6.3%
Cc1cc(C)n(-c2cc(-c3ccccc3)nc(C)n2)n1,-10%,4%,26%,-21%,i,2.2,4%,1.0%,0%,-0.8%
CC(=O)Nc1ccc(C(=O)NNC(=O)c2ccc(Cl)cc2Cl)cc1,-11%,20%,-24%[20 µM],-18%,i,0.6,10%,-1.3%,-2%,-5.8%
CCOc1cc(CNCc2cccs2)cc(Br)c1OCC,-2%,17%,0%,12%,i,0.7,8%,0.5%,0%,0.0%
CCCCc1nnc(NC(=O)CCSc2ccccc2)s1,-3%,-27%,-63%,-36%,i,3.6,3%,2.3%,-1%,4.5%
